TrxR1 substrate: is turned over as a substrate by rat TrxR1. purified TrxR1 substrate turnover, NADPH consumption readout. Potency, µM (series often up to 114 µM), for inactives: at the highest dose activity change, negative = substrate turnover. 390,000 tested, 0.01% active. AID 588456; also: potency is read from the fitted curve at half-maximal effect; % is scaled to controls: 0 for no effect and ±100 for the full control effect; nearly all actives have a fitted effect of over 50% in size
Target sequence (O89049 whole entry, looked up): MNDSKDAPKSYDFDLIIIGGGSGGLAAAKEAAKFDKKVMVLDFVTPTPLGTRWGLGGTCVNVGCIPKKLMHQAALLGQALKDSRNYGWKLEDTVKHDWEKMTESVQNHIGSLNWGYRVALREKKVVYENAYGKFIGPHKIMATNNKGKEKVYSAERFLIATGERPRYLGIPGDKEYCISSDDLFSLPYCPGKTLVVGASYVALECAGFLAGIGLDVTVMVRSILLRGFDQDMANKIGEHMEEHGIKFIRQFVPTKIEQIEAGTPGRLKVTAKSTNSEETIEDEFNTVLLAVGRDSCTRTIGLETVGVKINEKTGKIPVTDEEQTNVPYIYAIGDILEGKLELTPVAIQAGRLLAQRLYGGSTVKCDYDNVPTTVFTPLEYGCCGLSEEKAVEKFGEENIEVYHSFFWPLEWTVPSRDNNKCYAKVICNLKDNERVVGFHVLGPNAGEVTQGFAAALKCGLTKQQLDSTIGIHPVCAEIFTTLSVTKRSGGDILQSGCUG
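Rat TrxR1, dispensed at 90 nM, was prereduced with 400 uM NADPH (final) for 5 min at ~22 deg C, then incubated with compound 15 min before 400 uM selenite. A first-read NADPH fluorescence drop versus no-compound background flagged substrates.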
PI4K2A block: blocks human PI4K2A kinase activity; 420,000 tested, 0.13% active; activity change, negative = inhibition, % at 76.9 µM; Q9BTU6; purified PI4K2A, ADP-Glo luminescence, 1 h; hits give low values; in the data active = activity change below about -50%; inconclusive = mostly about -30% to -49%;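 also: -100% = wells without enzyme as full effect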
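In this quantitative HTS, ADP production by PI4K2A was quantified luminescently after 1 h at ambient temperature; 100 microM adenosine served as plate-quality control.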
Pin1 inh: inhibitors of human Pin1 | AID 504891 | Potency, µM (titrated, usually from 115 µM), for inactives: top-dose activity, negative = inhibition, usual class: inhibitors | 390,000 tested, 0.009% active | Q13526 | Pin1 FP peptide displacement, HiFluor488, 10 min; active = well fitted inhibition curve with a large enough effect in the polarisation, with a control signal flat, not every such curve was filed as active; inconclusive = small, poorly fitted or top-dose-only effect, or effect the other way, or a change in a side signal; inactive = no such curve, though single readings can be large or run the other way; the % refers to the polarisation; also: potency is read from the fitted curve at half-maximal effect; % is scaled to controls: 0 for no effect and ±100 for the full control effect
Target sequence (Q13526 whole entry, looked up): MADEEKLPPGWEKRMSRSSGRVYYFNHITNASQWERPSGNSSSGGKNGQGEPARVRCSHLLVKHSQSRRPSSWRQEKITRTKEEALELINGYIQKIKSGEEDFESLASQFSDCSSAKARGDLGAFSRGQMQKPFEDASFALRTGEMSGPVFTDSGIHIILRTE
IDH1 R132H inh: human IDH1 R132H inhibition | O75874 | IDH1-R132H enzyme, NADPH consumption, diaphorase/resazurin fluorescence | Potency, µM (doses to about 76.6 µM), for inactives: top-dose activity change, negative = inhibition, usual class: inhibitors | 390,000 tested, 0.093% active | AID 602179; also: potency is read from the fitted curve at half-maximal effect; % is scaled to controls: 0 for no effect and ±100 for the full control effect; nearly all actives have a fitted effect of over 65% in size
Target sequence (O75874 whole entry R132H, stated change not applied): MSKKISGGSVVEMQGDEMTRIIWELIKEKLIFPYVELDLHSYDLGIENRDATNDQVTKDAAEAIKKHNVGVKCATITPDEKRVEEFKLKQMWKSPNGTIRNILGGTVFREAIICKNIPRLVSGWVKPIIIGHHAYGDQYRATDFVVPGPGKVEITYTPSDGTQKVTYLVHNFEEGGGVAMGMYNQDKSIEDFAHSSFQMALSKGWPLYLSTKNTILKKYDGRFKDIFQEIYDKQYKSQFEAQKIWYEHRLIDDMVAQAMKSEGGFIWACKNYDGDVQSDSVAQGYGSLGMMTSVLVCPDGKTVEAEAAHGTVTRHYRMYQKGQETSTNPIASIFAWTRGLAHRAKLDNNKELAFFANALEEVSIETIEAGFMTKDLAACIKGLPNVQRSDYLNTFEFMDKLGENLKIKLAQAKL
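IDH1-R132H (0.5 ug/mL) preincubated 30 min with compound, then NADPH (0.016 mM) and alpha-KG (2 mM) added; 80 min at RT, pH 7.5. Remaining NADPH coupled via diaphorase/resazurin to fluorescence (540/590 nm); concentration-response curves normalized to no-enzyme control.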
USP1 inh: USP1/UAF1 (human) deubiquitinase inhibition; AID 743255; 390,000 tested, 0.23% active; Potency, µM (highest dose often 57.1 µM), inactives show top-dose activity change, negative = inhibition, actives largely listed as inhibitors; O94782; recombinant USP1/UAF1, Ub-Rhodamine cleavage fluorescence; also: potency is read from the fitted curve at half-maximal effect; % is scaled to controls: 0 for no effect and ±100 for the full control effect; nearly all actives have a fitted effect of over 60% in size; inactives centre near -12
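USP1/UAF1 complex (1 nM) preincubated 15 min at room temperature with compound, then Ub-Rho substrate (150 nM final) added. Kinetic fluorescence at 480/540 nm over 6 reads at 60 s intervals; 50 mM HEPES pH 7.8, 0.5 mM EDTA, 0.1 mg/ml BSA, 1 mM TCEP, 0.01% Tween-20.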
rTrxR1 inhibitor: inhibitors of rat thioredoxin reductase 1; 390,000 tested, 1% active; Potency, µM (series often up to 114 µM), for inactives: top-dose activity change, negative = inhibition, hits mostly inhibitors; recombinant rTrxR1, NADPH fluorescence consumption, selenite substrate; also: potency is read from the fitted curve at half-maximal effect; % is scaled to controls: 0 for no effect and ±100 for the full control effect; nearly all actives have a fitted effect of over 65% in size
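Rat TrxR1 (90 nM in the dispensed reagent) was pre-reduced with 400 uM NADPH for 5 min at room temperature, then incubated with compound for 15 min. After 400 uM selenite was added, NADPH fluorescence (Ex 340/Em 450 nm) was followed for 8 min.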
HP1b chromo inh: HP1-beta chromodomain-methylated histone interaction inhibition. P83916. AlphaScreen HP1-beta / biotin-H3K9me3 peptide binding. Potency, µM (series often up to 114 µM), for the others: at the highest dose activity change, negative = inhibition, most hits filed as inhibitors. 390,000 tested, 0.56% active. AID 540317; also: potency is read from the fitted curve at half-maximal effect; nearly all actives have a fitted effect of over 70% in size; inactives centre near 23
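Compound inhibition of the preformed complex between 50 nM HP1-beta and 50 nM biotinylated H3K9me3 peptide was read by AlphaScreen. Buffer was PBS pH 7.4 with 0.01% Tween-20. Incubations ran 30 min at room temperature, with 10 ug/mL donor/acceptor beads.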
Tb PGK inh: T. brucei PGK inhibition | Potency, µM (highest dose often 57.5 µM), for the others: at the top dose activity change, negative = inhibition, usual class: inhibitors | AID 602233 | PGK/GAPDH coupled, Kinase-Glo luminescence, 60 min | 380,000 tested, 0.043% active; also: potency is read from the fitted curve at half-maximal effect; % is scaled to controls: 0 for no effect and ±100 for the full control effect; nearly all actives have a fitted effect of over 60% in size
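Luminescent ATP detection (Kinase-Glo Plus) follows a 60-minute room-temperature incubation, with wells lacking PGK as controls. Buffer: 100 mM TEA (pH 7.6), 5 mM MgCl2, 0.01% Tween-20. Coupling enzyme GAPDH (100 nM final) supplies unstable 1,3-BPG in-well.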
GLS inh: inhibitors of human glutaminase (GLS). 410,000 tested, 0.21% active. O94925. Potency, µM (series often up to 45.5 µM), without a hit: top-dose activity change, negative = inhibition, usual class: inhibitors. GLS enzymatic activity, qHTS titration; also: potency is read from the fitted curve at half-maximal effect; % is scaled to controls: 0 for no effect and ±100 for the full control effect
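Human kidney-isoform GLS in 45 mM KH2PO4 pH 8.2, 0.02% Tween-20, with compound, started with 1mM L-Glutamine (added stock). Glutamate oxidase/HRP/Amplex red coupled fluorescence read at start and after 30 min at RT.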
* hit, by the source's call; [ ] = remark or other dose. Unless noted, calls follow the shape of the dose curve; as a rule, active = well fitted curve in the direction sought with a large enough effect; inconclusive = small, poorly fitted or top-dose-only effect, or another doubt; inactive = no such curve, though single readings can be large; an effect the other way counts as inactive or inconclusive.

Results for Cc1oc2cc(O)ccc2c(=O)c1N1C(=O)c2ccccc2C1=O ?
TrxR1 substrate: -3.7%; PI4K2A block: -1.6; Pin1 inh: 2.0%; IDH1 R132H inh: -1.1%; USP1 inh: -17.4%; rTrxR1 inhibitor: -12.7%; HP1b chromo inh: 20.9%; Tb PGK inh: -6.0%; GLS inh: -7.0%

What do the screens show for `CCOC(=O)C1=C(CSc2nncn2C)NC(=O)NC1c1cc(OCC)ccc1OCC` (centres undefined)?
TrxR1 substrate: -4.0%; PI4K2A block: 1.0; Pin1 inh: 6.4%; IDH1 R132H inh: 5.6%; USP1 inh: -20.0%; rTrxR1 inhibitor: -6.3%; HP1b chromo inh: 46.0%[activator]; Tb PGK inh: -0.1%; GLS inh: -3.2%

How did O=C(NCC(c1cccnc1)N1CCN(Cc2ccccc2)CC1)C(=O)Nc1cccc(Cl)c1 (centres undefined) do in these assays?
TrxR1 substrate: -2.2%; PI4K2A block: -2.4; Pin1 inh: -1.4%; IDH1 R132H inh: -13.2%; USP1 inh: -0.4%; rTrxR1 inhibitor: 14.3%; HP1b chromo inh: 29.2%; Tb PGK inh: inactive; GLS inh: 0.8%

How did OCCC1CN(Cc2cccc(C(F)(F)F)c2)CCN1Cc1ccccc1 (centres undefined) do in these assays?
TrxR1 substrate: 4.8%; PI4K2A block: -2.3; Pin1 inh: 9.3%; IDH1 R132H inh: 1.0%; USP1 inh: -6.7%; rTrxR1 inhibitor: -7.1%[57.1 µM]; HP1b chromo inh: 1.9%; Tb PGK inh: 7.1%; GLS inh: 2.0%

What do the screens show for `O=c1c(Cl)c(N/N=C/c2ccc(Cl)cc2)cnn1-c1ccccc1`?
TrxR1 substrate: 21.5%; PI4K2A block: -0.6; Pin1 inh: inconclusive; IDH1 R132H inh: 0.0%; USP1 inh: -25.7%; rTrxR1 inhibitor: 29.2%; HP1b chromo inh: 31.3%; Tb PGK inh: -12.2%; GLS inh: -5.9%

How did COc1cc(C(=O)OCC(=O)Nc2ccccc2)cc2c1OCCO2 do in these assays?
PI4K2A block: 1.7; IDH1 R132H inh: -1.3%; USP1 inh: -2.8%; Tb PGK inh: 4.8%; GLS inh: 7.2%

What do the screens show for `O=C(CCC(=O)Nc1ccc(Br)cc1)N/N=C/c1ccccc1F`?
TrxR1 substrate: -18.5%[57.1 µM]; PI4K2A block: 6.0; Pin1 inh: 0.4%; IDH1 R132H inh: 10.6%; USP1 inh: -5.4%; rTrxR1 inhibitor: 12.2%[57.1 µM]; HP1b chromo inh: 13.9%; Tb PGK inh: inactive; GLS inh: 14.8%

Results for O=c1[nH]c(=O)n(CCO)c2nnn(Cc3ccccc3)c12 ?
TrxR1 substrate: -1.0%; PI4K2A block: -3.9; Pin1 inh: -7.7%; IDH1 R132H inh: 3.0%; USP1 inh: -5.7%; rTrxR1 inhibitor: -1.6%; HP1b chromo inh: 49.4%[activator]; Tb PGK inh: 3.9%; GLS inh: -3.0%

Results for Cc1[nH]c2ccc(Br)cc2c(=O)c1CN1CCOCC1 ?
TrxR1 substrate: -9.3%; PI4K2A block: -3.5; Pin1 inh: 0.4%; IDH1 R132H inh: -0.4%; USP1 inh: 6.7%; rTrxR1 inhibitor: -1.4%; HP1b chromo inh: 13.6%; Tb PGK inh: -0.9%; GLS inh: 5.2%

What do the screens show for `COc1ccc2occ(C(=O)c3ccccc3)c2c1`?
TrxR1 substrate: -9.4%; PI4K2A block: 1.2; Pin1 inh: -0.9%; IDH1 R132H inh: 4.9%; USP1 inh: 0.8%; rTrxR1 inhibitor: 21.9%[57.1 µM]; HP1b chromo inh: 174.5%[activator]; Tb PGK inh: -5.7%; GLS inh: -10.0%

The final 3 entries of the section before are carried over, then new ones follow.
Results for O=c1[nH]c(=O)n(CCO)c2nnn(Cc3ccccc3)c12 ?
TrxR1 substrate: -1.0%; PI4K2A block: -3.9; Pin1 inh: -7.7%; IDH1 R132H inh: 3.0%; USP1 inh: -5.7%; rTrxR1 inhibitor: -1.6%; HP1b chromo inh: 49.4%[activator]; Tb PGK inh: 3.9%; GLS inh: -3.0%

Results for Cc1[nH]c2ccc(Br)cc2c(=O)c1CN1CCOCC1 ?
TrxR1 substrate: -9.3%; PI4K2A block: -3.5; Pin1 inh: 0.4%; IDH1 R132H inh: -0.4%; USP1 inh: 6.7%; rTrxR1 inhibitor: -1.4%; HP1b chromo inh: 13.6%; Tb PGK inh: -0.9%; GLS inh: 5.2%

What do the screens show for `COc1ccc2occ(C(=O)c3ccccc3)c2c1`?
TrxR1 substrate: -9.4%; PI4K2A block: 1.2; Pin1 inh: -0.9%; IDH1 R132H inh: 4.9%; USP1 inh: 0.8%; rTrxR1 inhibitor: 21.9%[57.1 µM]; HP1b chromo inh: 174.5%[activator]; Tb PGK inh: -5.7%; GLS inh: -10.0%

What do the screens show for `CC(C)(C)c1ccc(S(=O)(=O)O/N=C2/CCCCC2c2ccc([N+](=O)[O-])cc2[N+](=O)[O-])cc1` (centres undefined)?
TrxR1 substrate: -5.4%; PI4K2A block: -0.7; Pin1 inh: -1.5%; IDH1 R132H inh: 2.0%; USP1 inh: -14.7%; rTrxR1 inhibitor: -15.7%; HP1b chromo inh: 10.4%; Tb PGK inh: inactive; GLS inh: -5.6%

Results for CCCOC(=O)c1ccc(N2C(=O)c3ccccc3C2=O)cc1 ?
TrxR1 substrate: 0.0%; PI4K2A block: -3.7; Pin1 inh: -5.8%; IDH1 R132H inh: 1.1%; USP1 inh: -19.1%; rTrxR1 inhibitor: 11.2%; HP1b chromo inh: 51.4%[activator]; Tb PGK inh: -1.3%; GLS inh: -4.5%

Results for CCC1CCCCN1CCCNC(=O)c1ccc(CS(=O)(=O)c2ccccc2C)o1 (centres undefined) ?
TrxR1 substrate: 2.5%[57.1 µM]; PI4K2A block: -5.2; Pin1 inh: -16.3%; IDH1 R132H inh: 2.9%; USP1 inh: -9.8%; rTrxR1 inhibitor: 10.0%[57.1 µM]; HP1b chromo inh: 23.8%; Tb PGK inh: inactive; GLS inh: 2.4%

What do the screens show for `CCOC(=O)c1sc2nc(N3CCCC3)c3c(c2c1N)CC(C)(C)OC3`?
TrxR1 substrate: 27.7%; PI4K2A block: -1.3; Pin1 inh: 6.3%; IDH1 R132H inh: -7.1%; USP1 inh: -10.0%; rTrxR1 inhibitor: 12.6%; HP1b chromo inh: 41.9%[activator]; Tb PGK inh: -0.7%; GLS inh: 4.6%

What do the screens show for `O=C(NCCNC(=O)Nc1ccc(Cl)cc1)Nc1ccc(Cl)cc1`?
TrxR1 substrate: 7.4%[11.4 µM]; PI4K2A block: 4.9; Pin1 inh: inconclusive; IDH1 R132H inh: 8.4%; USP1 inh: -14.8%; rTrxR1 inhibitor: 11.0%[11.4 µM]; HP1b chromo inh: 37.0%; Tb PGK inh: 0.1%; GLS inh: 6.3%

What do the screens show for `O=C(O)CC(CC(=O)Nc1ccc(Oc2ccccc2)cc1)c1ccccc1` (centres undefined)?
TrxR1 substrate: 4.3%; PI4K2A block: 3.9; Pin1 inh: -3.1%; IDH1 R132H inh: -6.4%; USP1 inh: -16.4%; rTrxR1 inhibitor: 14.4%[57.1 µM]; HP1b chromo inh: 3.6%; Tb PGK inh: -5.4%; GLS inh: 14.5%

Results for O=C(Nc1ccc(Br)cc1Cl)N1CCOCC1 ?
TrxR1 substrate: 3.9%; PI4K2A block: -2.8; Pin1 inh: 3.6%; IDH1 R132H inh: 7.3%; USP1 inh: -14.6%; rTrxR1 inhibitor: 17.0%; HP1b chromo inh: 20.4%; GLS inh: 0.3%

Results for COC(=O)CSc1nc(C)c(Oc2ccccc2)c(=O)[nH]1 ?
TrxR1 substrate: -5.4%[57.1 µM]; PI4K2A block: 5.9; Pin1 inh: -4.3%; IDH1 R132H inh: 1.2%; USP1 inh: -17.5%; rTrxR1 inhibitor: 10.4%[57.1 µM]; HP1b chromo inh: 21.3%; Tb PGK inh: inactive; GLS inh: 0.6%

Results for C/C(=N/N1CCN(c2ccccc2)CC1)c1cccc([N+](=O)[O-])c1 ?
TrxR1 substrate: 3.0%[57.1 µM]; PI4K2A block: -5.8; Pin1 inh: -3.4%; IDH1 R132H inh: 16.4%; USP1 inh: -20.9%; rTrxR1 inhibitor: 5.9%[57.1 µM]; HP1b chromo inh: inconclusive; Tb PGK inh: 3.5%; GLS inh: 16.7%

What do the screens show for `CC(NC(=O)C[n+]1cccc(Br)c1)c1ccccc1` (centres undefined)?
TrxR1 substrate: 2.1%; PI4K2A block: -3.1; Pin1 inh: -0.8%; IDH1 R132H inh: -4.3%; USP1 inh: -16.4%; rTrxR1 inhibitor: 18.7%; HP1b chromo inh: 31.7%; GLS inh: -1.2%

How did CC(C(=O)Nc1ccc(S(=O)(=O)N2CCCC2)cc1)N1CCCC(C(N)=O)C1 (centres undefined) do in these assays?
TrxR1 substrate: -4.3%; PI4K2A block: -0.9; Pin1 inh: 0.9%; IDH1 R132H inh: -0.2%; USP1 inh: -17.5%; rTrxR1 inhibitor: -11.1%; HP1b chromo inh: 38.5%; Tb PGK inh: -8.3%; GLS inh: -10.2%

Some of the compounds tested (hit frequency here may not be typical).
